Screens: PubChem, Sanford-Burnham Center for Chemical Genomics
SENP6 block: SENP6 protease inhibitors, primary screen, biochemical, luminescence, uHTS | Recombinant SENP6 catalytic domain, aminoluciferin luminescence | 330,000 compounds, 1.8% hits | inhibition, % at 10 µM;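 active means inhibition above about 50% at the single tested dose, limit read from the data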;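 further: plate controls were DMSO wells with enzyme for no effect and DMSO wells lacking enzyme for full effect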
Target sequence (Q9GZR1 628-1112 limits assumed): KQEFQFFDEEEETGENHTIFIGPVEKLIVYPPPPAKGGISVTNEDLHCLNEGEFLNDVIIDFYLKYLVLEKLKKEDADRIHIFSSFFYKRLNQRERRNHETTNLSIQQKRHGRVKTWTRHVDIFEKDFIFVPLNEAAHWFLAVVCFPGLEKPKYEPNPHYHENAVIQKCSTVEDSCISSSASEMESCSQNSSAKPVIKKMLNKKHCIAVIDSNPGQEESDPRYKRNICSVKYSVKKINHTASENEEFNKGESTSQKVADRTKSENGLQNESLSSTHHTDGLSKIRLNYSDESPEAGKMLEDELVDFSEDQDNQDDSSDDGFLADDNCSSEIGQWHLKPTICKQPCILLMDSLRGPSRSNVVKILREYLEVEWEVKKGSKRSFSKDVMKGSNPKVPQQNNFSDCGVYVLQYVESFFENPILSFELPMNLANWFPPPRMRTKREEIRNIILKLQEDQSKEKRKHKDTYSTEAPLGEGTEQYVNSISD
NR3A LBD binder: binders of NR3A ligand-binding domain, primary screen, biophysical, differential scanning fluorimetry, uHTS; Glutamate receptor ionotropic, NMDA 3A (GRIN3A) ligand-binding domain; NR3A LBD differential scanning fluorimetry, Tm shift; 0% = protein alone, 100% = glycine-bound protein; Tm shift relative to glycine control, % at 25 µM; 340,000 compounds, 2.5% hits; AID 1259313, 2017;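 active means melting temperature shift of at least 10% of the positive control shift, at one fixed dose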
SENP7 inh: SENP7 protease inhibitors, primary screen, biochemical, luminescence, uHTS; AID 434973, 2010; 330,000 compounds, 1.5% hits; inhibition, % at 5 µM; recombinant SENP7, Z-RLRGG-aminoluciferin luminescence, 40 min;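 active means inhibition above about 50% at the single test dose, limit read from the data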;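 further: plate controls were DMSO with enzyme for no effect and no enzyme buffer wells for full effect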
Target sequence (Q9BQF6 706-1050 limits assumed): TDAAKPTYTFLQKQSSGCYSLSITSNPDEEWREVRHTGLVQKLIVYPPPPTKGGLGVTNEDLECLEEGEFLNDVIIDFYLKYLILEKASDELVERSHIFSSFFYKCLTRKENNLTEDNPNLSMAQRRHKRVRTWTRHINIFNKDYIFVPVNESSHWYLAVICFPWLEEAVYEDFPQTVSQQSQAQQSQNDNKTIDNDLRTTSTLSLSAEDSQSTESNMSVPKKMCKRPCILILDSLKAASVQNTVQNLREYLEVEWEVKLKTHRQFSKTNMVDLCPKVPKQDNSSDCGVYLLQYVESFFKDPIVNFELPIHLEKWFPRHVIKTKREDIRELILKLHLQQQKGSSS
MPTP block: mitochondrial permeability transition pore inhibitors, primary screen, biochemical, isolated mouse mitochondria, absorbance | AID 602449, 2012 | Ca2+ swelling absorbance, 30 min | inhibition, % at 10 µM | 360,000 compounds, 1.4% hits;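 active means inhibition of 50% or more, scaled per plate between neutral and stimulator controls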;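 further: 0% = DMSO wells given calcium and 100% = 1 mM EGTA wells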
SENP8 block: human SENP8 protease inhibitors, primary screen, biochemical, fluorescence, Nedd8 protein substrate, uHTS | 360,000 compounds, 0.64% hits | AID 602440, 2012 | inhibition, % at 20 µM | recombinant SENP8; in the data active means inhibition mostly above about 40%, no sharp cut-off; inactive means mostly below about 27%
Target sequence (Q96LD8 whole entry, looked up): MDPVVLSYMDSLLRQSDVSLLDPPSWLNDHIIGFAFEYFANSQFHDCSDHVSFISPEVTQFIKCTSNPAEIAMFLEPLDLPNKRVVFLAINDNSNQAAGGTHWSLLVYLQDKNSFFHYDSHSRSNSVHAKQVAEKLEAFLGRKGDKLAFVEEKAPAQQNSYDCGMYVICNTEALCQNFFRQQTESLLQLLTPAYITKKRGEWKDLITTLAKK
HKDC1 inhibitor: HKDC1 hexokinase inhibitors, primary screen, biochemical, fluorescence, uHTS; 340,000 compounds, 0.16% hits; Q2TB90; inhibition, % at 20 µM; recombinant HKDC1, G6PDH/diaphorase resazurin coupled fluorescence;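 active means inhibition above about 35% when tested at 20 µM, limit read from the data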;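 further: plate controls were DMSO wells with enzyme for no effect and DMSO wells lacking enzyme for full effect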
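Material: recombinant HKDC1 hexokinase; Amount: HKDC1 at 5 µg/mL; Medium: Tris pH 8.0 buffer with MgCl2, Tween-20, BSA, BME; Schedule: 90 min reaction incubation at room temperature, dark; Technique: coupled resazurin fluorescence, excitation 525 nm, emission 613 nm.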
PfG6PD inh: PfG6PD enzyme inhibitors, primary screen, biochemical, fluorescence intensity, uHTS; glucose-6-phosphate dehydrogenase-6-phosphogluconolactonase (Plasmodium falciparum 3D7); PfGluPho enzyme, NADPH resazurin-diaphorase fluorescence; inhibition, % at 20 µM; 350,000 compounds, 0.78% hits;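 active means inhibition reaching at least a set limit at 20 µM in the primary screen, cut at about 59% in these data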;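 further: 0% = DMSO wells with substrate and 100% = DMSO wells lacking glucose-6-phosphate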
ATG4B inh: ATG4B protease inhibitors, primary screen, biochemical, fluorescence, uHTS | Cysteine protease ATG4B (Homo sapiens), Q9Y4P1 | inhibition, % at 8.33 µM | 340,000 compounds, 0.51% hits | AID 504462, 2011 | ATG4B cleavage of LC3-PLA2, NBD-HPC fluorescence, 1 h; in the data active means inhibition above about 40%
Numbers without * were called inactive; i = inactive; / = not tested or not shown.

no.	SENP6 block	NR3A LBD binder	SENP7 inh	MPTP block	SENP8 block	HKDC1 inhibitor	PfG6PD inh	ATG4B inh	SMILES
1	-18	0	-5	0.5	-169	-5	-4	-6	O=c1oc(-c2ccccc2NS(=O)(=O)c2ccccc2)nc2ccccc12
2	/	22*	/	2.0	10	5	-12	10	O=S(=O)(NN=Cc1ccc(O)cc1O)c1cc(Cl)c(Cl)cc1Cl
3	27	1	11	7.9	-20	0	28	-10	FC(F)(F)c1ccc(C2Nc3cccc4cccc(c34)N2)cc1
4	13	-3	1	0.3	-8	6	-2	-3	Cc1ccc(S(=O)(=O)NC(C)(C)CN2CCCCC2)cc1
5	6	1	-3	0.8	13	-2	5	-11	Cc1ccc(OC(=O)CCC(=O)Nc2ccc(C(N)=O)cc2)cc1
6	-23	-2	5	3.0	4	-4	-14	9	COC(=O)/C=C1/N/C(=N\c2nc(C)cc(C)n2)N(c2ccc(Cl)cc2)C1=O
7	1	0	-11	0.8	24	-6	-13	0	O=C(CC12CC3CC(CC(C3)C1)C2)NCc1ccncc1
8	11	-1	-9	-0.1	3	-5	-9	3	COc1cccc(N2CCN(C(=O)C3CCC(=O)N(C4CCCCCC4)C3)CC2)c1 (centres undefined)
9	/	0	9	-0.8	-21	-2	-4	2	CCOC(=O)C1=CNS(=O)(=O)NC1CCc1ccccc1 (centres undefined)
10	-8	-1	4	-2.7	1	-1	4	-2	CCC(=O)N1c2ccccc2-c2nnc(SC)nc2OC1c1ccc(N(C)C)cc1 (centres undefined)
11	11	0	1	-0.5	-3	-1	-1	0	Cc1ccc(CN2CCC(=O)N2)cc1
12	-12	-19	-7	-1.0	17	7	-5	-4	O=C(c1cc(Br)c(Br)s1)N1CCN(C/C=C/c2ccccc2)CC1

Of the compounds above, six contain sulfur:
no.	SENP6 block	NR3A LBD binder	SENP7 inh	MPTP block	SENP8 block	HKDC1 inhibitor	PfG6PD inh	ATG4B inh	SMILES
1	-18	0	-5	0.5	-169	-5	-4	-6	O=c1oc(-c2ccccc2NS(=O)(=O)c2ccccc2)nc2ccccc12
2	/	22*	/	2.0	10	5	-12	10	O=S(=O)(NN=Cc1ccc(O)cc1O)c1cc(Cl)c(Cl)cc1Cl
4	13	-3	1	0.3	-8	6	-2	-3	Cc1ccc(S(=O)(=O)NC(C)(C)CN2CCCCC2)cc1
9	/	0	9	-0.8	-21	-2	-4	2	CCOC(=O)C1=CNS(=O)(=O)NC1CCc1ccccc1 (centres undefined)
10	-8	-1	4	-2.7	1	-1	4	-2	CCC(=O)N1c2ccccc2-c2nnc(SC)nc2OC1c1ccc(N(C)C)cc1 (centres undefined)
12	-12	-19	-7	-1.0	17	7	-5	-4	O=C(c1cc(Br)c(Br)s1)N1CCN(C/C=C/c2ccccc2)CC1

(listing goes on)
no.	SENP6 block	NR3A LBD binder	SENP7 inh	MPTP block	SENP8 block	HKDC1 inhibitor	PfG6PD inh	ATG4B inh	SMILES
13	2	3	1	-5.0	24	0	12	-3	c1cnc2ccc(C(c3nnnn3C3CCCCC3)N3CCN4CCCC4C3)cc2c1 (centres undefined)
14	60*	0	6	0.8	14	-6	-7	1	c1csc(-c2nc(-c3ccncc3)no2)c1
15	5	-2	-2	0.9	-274	-2	8	-6	CC(C)OCCCNC(=O)c1cc(-c2cccs2)nc2ccccc12
16	-3	2	1	-2.7	2	-4	1	2	O=C(CCOc1ccccc1)Nc1ccnn1C1CCN(Cc2ccc(O)cc2)CC1
17	-3	3	4	-2.1	i	-2	16	-15	N#Cc1ccccc1OCC(=O)N1N=C(c2cccs2)CC1c1ccco1 (centres undefined)
18	-6	-1	-3	-2.1	-384	-6	-5	4	CC(Oc1ccccc1F)c1ccnc2nc(/N=C/N(C)C)nn12 (centres undefined)
19	3	-1	-6	-1.4	-26	-5	0	-19	Cc1ccc(NS(=O)(=O)c2cn(C)c(=O)n(C)c2=O)cc1C
20	/	-10	/	1.4	-52	16	5	2	C=CCNC(=O)/C(C#N)=C/c1cn(-c2ccccc2)nc1-c1ccc(OC)c([N+](=O)[O-])c1
21	5	13*	-3	1.5	16	3	5	6	Cc1ccc(S(=O)(=O)Nc2ccccc2N(C)S(=O)(=O)c2ccc(C)cc2)cc1
22	16	5	-5	4.4	6	10	12	0	CCOc1ccc(N2C(=O)C(=O)/C(=C(/O)c3ccccc3)C2c2ccccc2[N+](=O)[O-])cc1 (centres undefined)
23	13	3	-9	0.3	19	1	23	14	COc1ccc2nc(/N=C/c3cccc(OC)c3O)sc2c1
24	-16	/	5	2.3	-276	-1	-21	0	COC(CNc1nc(SC)nc2sc3c(c12)CCN(C)C3)OC

(list continues)
no.	SENP6 block	NR3A LBD binder	SENP7 inh	MPTP block	SENP8 block	HKDC1 inhibitor	PfG6PD inh	ATG4B inh	SMILES
25	-1	-1	-4	-0.2	20	-6	3	-8	Cc1ccc(C)c(NC(=S)N(CCN(C)C)C(C)c2ccccn2)c1 (centres undefined)
26	4	-7	4	2.4	18	6	2	35	CC(Sc1nc(NCc2ccccc2)nc(N(C)C)n1)C(=O)Nc1ccccc1 (centres undefined)
27	-12	-1	-6	1.6	14	1	19	10	COc1ccc(N2C(=O)CS(=O)C(c3ccccc3)C2=O)cc1 (centres undefined)
28	-4	-2	-16	0.2	1	-4	3	-11	CCOC(=O)C1=C(C)N(C)C(=O)NC1c1c(OC)ccc2ccccc12 (centres undefined)
29	-7	0	7	/	/	-6	3	-7	CCOc1cc(NC(=O)c2cccs2)c(OCC)cc1NC(=O)CCC(=O)NCc1ccccn1
30	3	0	5	-2.9	2	-9	-6	-7	Cn1cnc2nc3n(c2c1=O)CCC3
31	1	-1	0	-1.2	5	-8	-3	-13	Cc1cccc(CSC2=NCCN2C(=O)c2ccco2)c1
32	-14	-1	-6	-1.8	-330	0	14	-5	O=C(O)C1CCC(Cn2c(SCc3cc(=O)n4cc(Cl)ccc4n3)nc3ccsc3c2=O)CC1 (centres undefined)
33	-2	-2	-2	-0.9	14	3	-18	1	COCCNC(=O)c1ccc(CS(=O)(=O)c2ccccc2)o1
34	-5	4	1	-0.3	16	-5	2	7	Cn1c(Cn2nnc3ccccc32)nnc1SCC(N)=O
35	-4	-1	-13	-0.5	-444	2	-8	0	CCOC(=O)N1CCN(C(=O)c2cc3c(=O)[nH]c4ccccc4c3s2)CC1
36	-19	3	-6	-1.1	0	4	11	-3	Cc1ccc(S(=O)(=O)NCC(=O)OCC(=O)Nc2ccc(C)c(S(=O)(=O)N3CCOCC3)c2)cc1

(more compounds)
no.	SENP6 block	NR3A LBD binder	SENP7 inh	MPTP block	SENP8 block	HKDC1 inhibitor	PfG6PD inh	ATG4B inh	SMILES
37	99*	0	100*	2.8	-88	1	25	0	O=C(O)c1ccc(Nc2nc3c(s2)CCCC3)cc1
38	-17	1	0	-1.0	29	-2	11	5	CCOc1cc(N2CCCC2)ccc1[N+](=O)[O-]
39	-7	0	4	-2.1	-2	-3	14	-9	C=CCn1c(SCC(=O)NCc2ccco2)nc2sc3c(c2c1=O)CCC3
40	-15	-1	-3	0.1	14	-3	-17	13	O=C(C1CCN(S(=O)(=O)c2cccc3nsnc23)CC1)N1CCCc2ccccc21
41	12	-6	11	-0.3	2	-7	6	5	Cc1c(NC(=O)/C(C#N)=C\c2cccs2)c(=O)n(-c2ccccc2)n1C
42	1	-2	-1	2.1	13	-9	10	1	COCCCNC(=O)NC(=O)c1ccccc1
43	-8	-1	6	0.7	-59	-4	19	-2	CCOC(=O)c1cn2nc(Oc3ccc(C)cc3)ccc2n1
44	-20	-1	-5	0.7	-48	3	-11	6	CCN(CC)CCCN=Cc1c(O)n(-c2cccc(C)c2)c(=O)c2ccccc12
45	-4	1	-2	-1.6	-9	-5	6	8	O=C(COC(=O)c1cnccn1)N=c1sccn1Cc1ccccc1Cl
46	-33	-1	-8	-0.9	6	1	2	-1	CCN1CCN(CC(=O)Nc2cc(S(=O)(=O)N3CCCCC3)ccc2Cl)CC1
47	-3	-11	6	12	1	-1	-4	-6	CCOC(=O)c1c(NC(=O)COC(=O)c2ccc(O)cc2)sc(C(=O)NC)c1C
48	2	-11	20	1.6	i	9	4	-1	CCOC(=O)CCc1c(C)c(C#N)c2[nH]c3ccccc3n2c1=O

An excerpt of these results, with two lines to a compound.
Values run as follows: SENP6 block	NR3A LBD binder	SENP7 inh	MPTP block	SENP8 block	HKDC1 inhibitor	PfG6PD inh	ATG4B inh
41: Cc1c(NC(=O)/C(C#N)=C\c2cccs2)c(=O)n(-c2ccccc2)n1C
→ 12	-6	11	-0.3	2	-7	6	5
42: COCCCNC(=O)NC(=O)c1ccccc1
→ 1	-2	-1	2.1	13	-9	10	1

Next records follow.
no.	SENP6 block	NR3A LBD binder	SENP7 inh	MPTP block	SENP8 block	HKDC1 inhibitor	PfG6PD inh	ATG4B inh	SMILES
49	-22	3	4	-1.7	1	-2	-2	-4	CCN(CC)S(=O)(=O)c1ccc2c(c1)nc(CCC(=O)OCC(=O)N1CCc3ccccc31)n2C
50	-4	-1	5	0.1	22	-10	5	-10	COc1ccc(CCNC(=O)Cn2cnc3c(cnn3-c3ccccc3Cl)c2=O)cc1OC
51	-10	-3	-12	4.1	-219	-3	4	-8	CCOC(=O)c1cnc2ccccc2c1NCc1ccco1
52	-8	-1	1	-0.5	10	4	-12	8	O=S(=O)(c1ccc(N2CCOCC2)c(Cl)c1)N1CCOCC1
53	2	1	2	-1.6	-164	0	-14	-11	O=C(Nc1nnc(-c2ccc(F)cc2)s1)c1ccco1
54	-15	-9	-8	-0.4	14	-7	11	-3	COc1cc(CC(NC(C)=O)C(=O)NC2CCN(c3c(Cc4ccccc4)c(C)nc4ncnn34)CC2)cc(OC)c1 (centres undefined)
55	0	-21	1	-0.2	-2	3	5	-17	O=C(N/N=C/c1cccnc1)c1sc2ccccc2c1Cl
56	-3	20*	-2	-0.8	-141	-7	11	-3	N#C/C(C(=O)Oc1ccccc1)=C1\C=Cc2ccccc2N1
57	-22	17*	-10	47	2	-2	12	-7	O=C(CSc1nc2cc3ccccc3cc2[nH]1)Nc1ccc(F)cc1
58	2	-1	-1	-4.9	10	5	-14	-7	Cn1c(=O)c2c(nc(Oc3ccccc3)n2C)n(C)c1=O
59	-2	-6	6	5.0	8	-9	2	-2	Cn1c(SCC(=O)Nc2cc([N+](=O)[O-])ccc2F)nnc1C(F)(F)F
60	-25	-7	-14	-1.8	15	0	-5	15	O=S(=O)(Cc1cc(Sc2ccccc2)nc(-c2ccccc2)n1)c1ccccc1
61	-19	-1	-3	-0.7	1	-11	10	-2	CC1(C)CC(=O)C/C(=N\NC(=O)c2cccs2)C1
62	-11	-2	8	1.3	8	0	9	-5	Cc1ccccc1NC(=S)N(CCc1c(C)[nH]c2ccc(F)cc12)Cc1ccncc1
63	0	1	-6	-0.1	1	-4	-4	30	Cc1cc(=O)[nH]c(N/N=C/c2ccc(OC(=O)c3cccnc3)cc2)n1
